mIDH1 inhibitor: inhibitors of human mutant IDH1 R132H. IDH1-R132H enzyme, NADPH consumption, diaphorase/resazurin fluorescence. O75874. Potency, µM (highest dose often 76.6 µM), without a hit: at the top dose activity change, negative = inhibition, hits mostly inhibitors. 390,000 tested, 0.093% active; also: potency is read from the fitted curve at half-maximal effect; % is scaled to controls: 0 for no effect and ±100 for the full control effect; nearly all actives have a fitted effect of over 65% in size
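IDH1-R132H (0.5 ug/mL dispensed) in pH 7.5 Tris buffer was preincubated 30 min with compound, then given a substrate mix of 0.016 mM NADPH and 2 mM alpha-KG for 80 min at room temperature; remaining NADPH was read by diaphorase/resazurin fluorescence.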
TrxR1 substrate: rat thioredoxin reductase 1 substrate activity. 390,000 tested, 0.01% active. purified TrxR1 substrate turnover, NADPH consumption readout. O89049. Potency, µM (titrated, usually from 114 µM), inactives show at the top dose activity change, negative = substrate turnover; also: potency is read from the fitted curve at half-maximal effect; % is scaled to controls: 0 for no effect and ±100 for the full control effect; nearly all actives have a fitted effect of over 50% in size
Target sequence (O89049 whole entry, looked up): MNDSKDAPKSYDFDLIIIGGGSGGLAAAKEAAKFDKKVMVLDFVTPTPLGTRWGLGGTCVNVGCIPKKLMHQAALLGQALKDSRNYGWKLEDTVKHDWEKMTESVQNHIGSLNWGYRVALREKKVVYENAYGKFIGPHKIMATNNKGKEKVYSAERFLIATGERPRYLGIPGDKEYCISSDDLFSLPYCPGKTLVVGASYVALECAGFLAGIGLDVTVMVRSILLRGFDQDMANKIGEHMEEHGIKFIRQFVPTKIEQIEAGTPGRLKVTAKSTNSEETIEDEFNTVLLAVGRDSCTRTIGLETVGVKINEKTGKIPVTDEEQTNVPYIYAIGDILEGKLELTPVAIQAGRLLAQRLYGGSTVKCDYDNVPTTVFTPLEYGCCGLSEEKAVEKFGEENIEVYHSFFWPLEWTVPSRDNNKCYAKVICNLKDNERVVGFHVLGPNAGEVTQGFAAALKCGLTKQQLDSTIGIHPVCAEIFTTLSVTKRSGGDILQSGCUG
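Rat TrxR1, dispensed at 90 nM, was prereduced with 400 uM NADPH (final) for 5 min at ~22 deg C, then incubated with compound 15 min before 400 uM selenite. A first-read NADPH fluorescence drop versus no-compound background flagged substrates.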
Pin1 inhibitor: inhibitors of human Pin1; Pin1 FP peptide displacement, HiFluor488, 10 min; Potency, µM (titrated, usually from 115 µM), without a hit: top-dose activity, negative = inhibition, most hits filed as inhibitors; Q13526; 390,000 tested, 0.009% active; active = well fitted inhibition curve with a large enough effect in the polarisation, with a control signal flat, not every such curve was filed as active; inconclusive = small, poorly fitted or top-dose-only effect, or effect the other way, or a change in a side signal; inactive = no such curve, though single readings can be large or run the other way; the % refers to the polarisation; also: potency is read from the fitted curve at half-maximal effect; % is scaled to controls: 0 for no effect and ±100 for the full control effect
Target sequence (Q13526 whole entry, looked up): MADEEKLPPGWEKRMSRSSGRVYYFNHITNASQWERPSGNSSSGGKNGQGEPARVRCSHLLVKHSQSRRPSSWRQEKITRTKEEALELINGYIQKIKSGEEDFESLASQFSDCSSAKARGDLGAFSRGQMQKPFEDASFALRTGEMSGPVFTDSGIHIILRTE
TRHR ag: TRH receptor (human) agonism; TRHR cells, calcium flux fluo-8, FDSS agonist mode; activation, % at 2 µM; 360,000 tested, 0.18% active; AID 493084; in the data active = activation above about 30%; also: 0% is about no effect
Target sequence (P34981 whole entry, looked up): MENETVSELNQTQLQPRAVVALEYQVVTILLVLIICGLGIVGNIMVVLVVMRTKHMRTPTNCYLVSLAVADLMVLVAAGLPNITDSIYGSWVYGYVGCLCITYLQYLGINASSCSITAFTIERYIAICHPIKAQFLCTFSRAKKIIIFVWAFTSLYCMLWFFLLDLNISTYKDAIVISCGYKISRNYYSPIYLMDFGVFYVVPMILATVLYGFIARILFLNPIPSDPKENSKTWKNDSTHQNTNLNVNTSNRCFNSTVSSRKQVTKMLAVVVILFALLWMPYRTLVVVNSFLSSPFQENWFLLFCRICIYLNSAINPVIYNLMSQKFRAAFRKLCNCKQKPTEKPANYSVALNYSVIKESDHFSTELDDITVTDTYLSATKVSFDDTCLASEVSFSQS
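Fluo-8-loaded TRHR cells; 10 s baseline, compound added, kinetic Ca2+ fluorescence read 1/s, agonist mode.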
D2 agonist: agonists of human D2 dopamine receptor. HEK293 T-REx D2 cells, calcium flux agonist mode. activation, % at 2 µM. 340,000 tested, 0.53% active. AID 485358. P14416;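 active = activation over 3 SD above normal in the single-dose calcium agonist read, cut at about 30% in these data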; also: 0% is about no effect
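Calcium-flux readout, 1 cycle/sec over 180 s following compound pin transfer, in inducible HEK293 Trex D2 cells (force-coupled); dopamine controls included. Positive calcium responses during this window marked compounds as potential agonists.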
TRHR PAM: TRH receptor (human) allosteric enhancement; 360,000 tested, 0.66% active; TRHR cells, fluo-8 calcium fluorescence, EC20 TRH enhancement; enhancement, % at 2 µM; P34981; AID 493056; in the data active = enhancement above about 30%; also: 0% is about no effect
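TRHR-expressing cells loaded with fluo-8 calcium dye were read kinetically (ex 480/em 530) during compound addition, then stimulated with an EC20 of TRH (10 nM final). Enhancement of the Gq-mediated intracellular calcium response was scored.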
D2 antag: antagonists of human D2 dopamine receptor. P14416. HEK293 TREx D2 cells, calcium flux, dopamine EC80. inhibition, % at 10 µM. 340,000 tested, 2% active. AID 485344; in the data active = inhibition above about 30%; also: 0% is about no effect
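Calcium flux kinetic readout in an inducible HEK293 TREx D2 line plated overnight at 30 C. After 180 s compound exposure, an EC80 dopamine challenge follows with another 180 s kinetic read to detect antagonism.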
USP1-UAF1 inh: blocks the human USP1/UAF1 deubiquitinase complex. recombinant USP1/UAF1, Ub-Rhodamine cleavage fluorescence. Potency, µM (top dose mostly 57.1 µM), inactives show at the top dose activity change, negative = inhibition, hits mostly inhibitors. 390,000 tested, 0.23% active; also: potency is read from the fitted curve at half-maximal effect; % is scaled to controls: 0 for no effect and ±100 for the full control effect; nearly all actives have a fitted effect of over 60% in size; inactives centre near -12
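USP1/UAF1 complex (1 nM) preincubated 15 min at room temperature with compound, then Ub-Rho substrate (150 nM final) added. Kinetic fluorescence at 480/540 nm over 6 reads at 60 s intervals; 50 mM HEPES pH 7.8, 0.5 mM EDTA, 0.1 mg/ml BSA, 1 mM TCEP, 0.01% Tween-20.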
rTrxR1 inhibitor: rat TrxR1 inhibition; O89049; recombinant rTrxR1, NADPH fluorescence consumption, selenite substrate; Potency, µM (top dose mostly 114 µM), for inactives: at the highest dose activity change, negative = inhibition, most hits filed as inhibitors; 390,000 tested, 1% active; AID 588453; also: potency is read from the fitted curve at half-maximal effect; % is scaled to controls: 0 for no effect and ±100 for the full control effect; nearly all actives have a fitted effect of over 65% in size
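Rat TrxR1 (90 nM in the dispensed reagent) was pre-reduced with 400 uM NADPH for 5 min at room temperature, then incubated with compound for 15 min. After 400 uM selenite was added, NADPH fluorescence (Ex 340/Em 450 nm) was followed for 8 min.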
* marks the source's active call; other numbers are inactive results; ? = inconclusive; nt = no result given; & = joins results of further samples; [ ] = dose if it differs, or a comment. Unless noted, calls follow the shape of the dose curve; as a rule, active = well fitted inhibition curve with a large enough effect; inconclusive = small, poorly fitted or top-dose-only effect; inactive = no such curve, though single readings can be large or run the other way.

SMILES	mIDH1 inhibitor	TrxR1 substrate	Pin1 inhibitor	TRHR ag	D2 agonist	TRHR PAM	D2 antag	USP1-UAF1 inh	rTrxR1 inhibitor
COc1ccc(N2C(=O)CC(N3CC=C(c4ccccc4)CC3)C2=O)cc1 (stereo not given)	13%	7%	7%	0.1	5.4	-4	-4	-16%	?
CCN1CCN(c2nc3c(c(=O)[nH]2)CCCC3)CC1	-2%	-5%	?	0.4	0.6	7	-6	4%	-4%
COc1ccc2c(c1OC)C(=O)O[C@H]2[C@@H]1c2cc3c(cc2CCN1C)OCO3	30%	0%[57.1 µM]	-9%	0.3	-0.6	5	2	18%	0%[57.1 µM]
COC1=C(C)C(=O)C2=C(C1=O)C(CO)N1C(C#N)C3CC4C(C1C2N1CCOC41)N3C (stereo not given)	19%	7%[57.1 µM]	-17%	nt	nt	nt	nt	-25%	5%[11.4 µM]
CC(=O)O[C@H]1CC[C@@]2(C)C(=CC(=O)C3C2CC[C@@]2(C)C3C[C@H](OC(C)=O)[C@@H]2OC(C)=O)C1 (stereo not given in full)	2%	-3%[57.1 µM]	-2%	nt	nt	nt	nt	?	-28%[57.1 µM]
O=C(Cc1ccccc1)Oc1ccc([N+](=O)[O-])cc1	5%	-6%[57.1 µM]	-10%	0.8	-0.2	4	-6	-10%	10%[57.1 µM]
Cn1c(O)c(C=Nc2ccccc2Sc2ccccc2)c(=O)n(C)c1=O	10%	7%	3%	-0.6	-0.1	-3	5	-16%	14%
CCC(C)OC(=O)c1c(N)n(Cc2cccs2)c2nc3ccccc3nc12 (stereo not given)	14%	174%[activator]	5%	-0.2	1.0	1	9	-18%	-2%
CCOC(=O)C1C2NC(=O)N(Cc3ccccc3)C1(C)Oc1c(OC)cccc12 (stereo not given)	0%	5%	-2%	0.1	-0.2	4	-17	-8%	8%
Cc1cc(Cc2c(O)[nH]c(=S)[nH]c2=O)ccc1OC(C)C	-14%	-5%	-9%	0.2	-0.2	7	-7	-5%	-12%
NC(=O)Cn1cc(C=C2C(=O)NC(=O)NC2=O)c2ccccc21	0%	1%	?	-0.1	-0.2	8	-8	-18%	?
COc1ccc(-n2nc(C(=O)NCC(=O)N3CCC4(CC3)OCCO4)c3ccccc3c2=O)cc1OC	7%	-5%	2%	-1.1	-2.0	-2	-4	-10%	-3%
CC(=O)O[C@H]1C[C@@H]2CC[C@@H]3[C@H](CC[C@@]4(C)[C@H]3C[C@H]([N+]3(C)CCCCC3)[C@@H]4OC(C)=O)[C@@]2(C)C[C@@H]1[N+]1(C)CCCCC1	33%	14%[57.1 µM]	-6%	nt	nt	nt	nt	-13%	3%[57.1 µM]
COc1cc2c(cc1OC)C13CCN4CC5CCOC6CC(=O)N2C1C6C5CC43 (stereo not given)	5%	7%	0%	nt	nt	nt	nt	-15%	11%
CCOC(=O)C(C)(CC)NC(=O)CSP(=S)(OCC)OCC (stereo not given)	4%	7%[57.1 µM]	-2%	-0.6	0.1	1	17	-5%	7%
CNCCc1c(C)n[nH]c1C	-2%	-1%	3%	0.4	28	4	-3	0%	-10%
CNC(C(=O)c1ccccc1)C(OC)c1ccc(C)cc1 (stereo not given)	5%	-8%	0%	-0.6	0.9	1	-4	-8%	-15%
Cn1c(=O)cc(OCC(=O)N2CCN(Cc3ccc4c(c3)OCO4)CC2)c2ccccc21	4%	3%	7%	-0.1	0.9	8	7	-24%	2%
COc1cccc(CNC2CN3CCC2CC3)c1OC (stereo not given)	13%	8%	1%	1.3	0.6	0	-8	5%	28%
COc1ccc2c(c1)C13CCN(C)C(C2)C1CCC1(C3)OCCO1 (stereo not given)	6%	5%[11.4 µM]	-4%	nt	nt	nt	nt	-5%	8%[11.4 µM]
CC(C)=CCN1CC[C@@]2(C)c3cc(O)ccc3C[C@@H]1C2C (stereo not given in full)	-7%	0%	2%	nt	nt	nt	nt	-19%	27%
CCC1(Oc2ccccc2)C(=O)NC(=O)NC1=O	-4%	3%	2%	nt	nt	nt	nt	?	19%
COc1ccc(CCn2c(O)c(C=Nc3ccccc3F)c(=O)[nH]c2=O)cc1OC	-4%	12%	29%	-0.4	-0.5	0	-2	?	19%
O=C(COc1ccc(Br)cc1)N1CCN(Cc2c[nH]c3ccccc23)CC1	3%	-5%	-2%	1.2	0.1	-6	7	-12%	-10%
O=C(Nc1ccc2nc(SCC(=O)N3CCCc4ccccc43)sc2c1)c1cccc(F)c1	-3%	10%	53%[activator]	0.9	2.0	2	nt	-14%	39%[activator]

(further entries)
SMILES	mIDH1 inhibitor	TrxR1 substrate	Pin1 inhibitor	TRHR ag	D2 agonist	TRHR PAM	D2 antag	USP1-UAF1 inh	rTrxR1 inhibitor
Cc1ccc(C(=O)N2CC2C)cc1 (stereo not given)	0%	-9%	0%	nt	nt	nt	nt	4%	11%[57.1 µM]
N#Cc1ccc(OCC(=O)N2CCN(Cc3ccc4c(c3)OCO4)CC2)cc1	10%	10%	3%	2.7	5.1	0	25	-19%	4%[57.1 µM]
COC(=O)C1=C(c2ccc(OC)c(OC)c2)C[C@@H]2CC[C@H]1N2C(=O)NC1CC1	8%	3%	2%	0.1	-0.2	-1	-10	?	8%
Cc1ccc(-c2nc3ccccc3c(=O)n2-c2cc(C)ccn2)cc1	7%	0%	-7%	-0.7	-0.9	7	-19	-18%	14%
CCSc1nnc([C@@H](N)Cc2c[nH]c3ccccc23)o1	7%	6%[0.457 µM]	-5%	0.1	0.5	3	1	-18%	16%
C[C@]12CCC3C(CC[C@H]4C[C@@H](O)CC[C@]34C)C1CC[C@@H]2N (stereo not given in full)	-1%	11%[57.1 µM]	5%	nt	nt	nt	nt	-21%	20%[57.1 µM]
CCC(C)N1CCN(C(=O)Cc2ccccc2)CC1 (stereo not given)	13%	-22%[57.1 µM]	-14%	-0.3	0.5	6	7	-21%	8%[57.1 µM]
O=Cc1cn(Cc2ccccc2F)c2ccccc12	-13%	-6%	-8%	-0.5	-0.7	9	-12	-7%	4%
Cc1cccc(-n2c(O)c(/C=C/C=Nc3ccccc3)c(=O)[nH]c2=O)c1	8%	?	?	19	11	-2	-7	?	?
Cc1ccc(S(=O)(=O)N2CCCC(C(=O)N3CCC4(CC3)OCCO4)C2)cc1 (stereo not given)	1%	3%	0%	0.3	0.4	-6	20	5%	15%
O=C(c1cc2ccccc2oc1=O)N1CCC2(CC1)OCCO2	-1%	-14%	2%	1.0	nt	-7	nt	6%	?
O=C(OC1CCN(CCCl)CC1)C(c1ccccc1)c1ccccc1	-8%	2%	-2%	-1.1	0.0	-1	-10	-24%	?
NC1CCCCC1N=Cc1c(O)n(Cc2ccc(F)cc2)c(=O)[nH]c1=O (stereo not given)	1%	4%	6%	1.1	-0.4	-6	0	-16%	11%
CC(Cc1ccccc1)[n+]1cc(/N=C(\N)[O-])on1 (stereo not given)	2%	-3%	8%	-1.6	-0.2	4	17	15%	-6%
Cc1c(C=C2C(=O)NC(=O)NC2=O)c(=O)n(-c2ccccc2)n1C	-5%	5%[57.1 µM]	15%	0.2	2.9	-6	-1	-20%	-2%[57.1 µM]
COc1c(C)cc(Br)cc1C(=O)Nc1ccc(-c2nc3ncccc3o2)cc1	7%	448%[activator]	23%	-0.7	nt	9	nt	-22%	nt
O=P(O)(O)/C=C(\Cl)c1ccccc1	6%	6%[57.1 µM]	nt	0.3	-0.3	-2	5	0%	9%[57.1 µM]
CC1NC(=O)NC(=O)C1Br (stereo not given)	0%	-8%	-9%	nt	nt	nt	nt	-17%	-1%
CCN(CC)c1ccc(N=Cc2c(O)n(Cc3ccccc3)c(=O)[nH]c2=O)cc1	3%&-2%	-5%&-1%	?	-0.7&19	-1.6&1.8	4&-2	2&-9	-16%&-13%	5%&3%
COc1ccc(C2NCc3ccccc3-n3cccc32)cc1 (stereo not given)	-7%	2%	1%	0.6	-0.6	-2	11	-23%	14%
Nc1ccc(CCN2CCCC2)cc1	0%	4%	0%	0.3	0.5	1	-1	-15%	17%
CCCCn1c(O)c(C(C)=Nc2ccc3c(c2)CCC3)c(=O)[nH]c1=O	3%	4%	-3%	0.7	0.3	-3	1	-26%	-1%
CCCCn1c(O)c(/C=N/N2CCCCC2c2cccnc2)c(=O)[nH]c1=S (stereo not given)	14%	-5%	?	0.6	1.8	-7	-1	-19%	8%
CNC(C(=O)c1ccccc1)C(OC(C)=O)c1cccc([N+](=O)[O-])c1 (stereo not given)	6%	7%[57.1 µM]	-9%	0.4	0.3	-9	-14	0%	-5%[57.1 µM]
C[n+]1c(-c2ccccc2)cc(CCCCc2cc(-c3ccccc3)[n+](C)c(-c3ccccc3)c2)cc1-c1ccccc1	-8%	8%[57.1 µM]	26%	0.8	-0.2	-4	-3	-11%	15%[57.1 µM]

The listing continues.
SMILES	mIDH1 inhibitor	TrxR1 substrate	Pin1 inhibitor	TRHR ag	D2 agonist	TRHR PAM	D2 antag	USP1-UAF1 inh	rTrxR1 inhibitor
CCOC(=O)c1c(C)n(Cc2ccc3c(c2)OCO3)c2ccc(O)cc12	-5%	-8%	?	-0.5	-1.1	-1	-22	-16%	1%
O=C(CCCOc1ccc(Cl)cc1Cl)N1CCC2(CC1)OCCO2	1%	15%[57.1 µM]	-9%	-0.2	0.1	-1	3	-8%	-7%
Cc1nc2cc(-c3ccc(Cl)cc3)nn2c(C)c1CCC(=O)N1CCC2(CC1)OCCO2	4%	10%	-10%	nt	nt	nt	nt	-17%	8%
CNC(=S)N1CCn2cccc2C1c1cccnc1 (stereo not given)	9%	8%[57.1 µM]	-8%	0.6	0.5	2	-9	-12%	25%[57.1 µM]
CNP(=S)(NC)OCCOc1ccc(OC)cc1	4%	1%	-9%	0.0	-0.7	-3	8	-11%	12%[57.1 µM]
COC(=O)Nc1nc2ccccc2[nH]1	3%	5%	1%	nt	nt	nt	nt	-17%	9%

A portion of the library; rates above refer to the full screens.
